esBAF inh = SWI/SNF esBAF complex inhibition; AID 602393; reporter increase, % at 12.5 µM; hit rate 2% among 350,000; mouse ES cells, Bmi1-luciferase knock-in reporter, 24 h; 100% = twice the neutral-well signal; in the data active = activation above about 40%;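 note: 0% = median of the plate's neutral control wells and 100% = double that signal; a rise in the Bmi1 reporter signal indicates esBAF inhibition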
XiGFP reactiv = activators of X-chromosome reactivation in mouse fibroblasts | XiGFP mouse fibroblasts, % GFP-positive cells imaging, 3 d; cells co-treated with 5-aza-dC sensitizer; scaled so ellipticine positive control = 100% | activation, % at 7.58 µM | hit rate 0.055% among 360,000 | AID 743238;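 active = mean normalized replicate activation at least 10% and every replicate at or above 10%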;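 note: 0% = median of on-plate neutral control wells and 100% = ellipticine 6 µM median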
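assay system = SV40-immortalized XiGFP fibroblast cells, line 68-5-11 | buffer or medium = DMEM plus 5-aza-dC sensitizer | doses = single-point pinned compound dosing | times = 3-day compound exposure, then 15 min fixation at room temperature | benchmarks = positive control ellipticine, 6 µM final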
E-selectin induc = E-selectin induction on HUVECs. AID 686992. activation, % at 7.58 µM. HUVEC E-selectin immunofluorescence imaging; normalized: neutral wells 0, TNF-alpha wells 100. hit rate 0.37% among 260,000;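 active = mean E-selectin-positive cell signal at least 10% of the positive control, reached in at least 60% of replicates, without over 20% cell loss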;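 note: in these data hits start at about 27%; measured in HUVEC primary endothelial cells; signal is the percent of cells scored E-selectin positive by PE staining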
Target sequence (P16581 whole entry, looked up): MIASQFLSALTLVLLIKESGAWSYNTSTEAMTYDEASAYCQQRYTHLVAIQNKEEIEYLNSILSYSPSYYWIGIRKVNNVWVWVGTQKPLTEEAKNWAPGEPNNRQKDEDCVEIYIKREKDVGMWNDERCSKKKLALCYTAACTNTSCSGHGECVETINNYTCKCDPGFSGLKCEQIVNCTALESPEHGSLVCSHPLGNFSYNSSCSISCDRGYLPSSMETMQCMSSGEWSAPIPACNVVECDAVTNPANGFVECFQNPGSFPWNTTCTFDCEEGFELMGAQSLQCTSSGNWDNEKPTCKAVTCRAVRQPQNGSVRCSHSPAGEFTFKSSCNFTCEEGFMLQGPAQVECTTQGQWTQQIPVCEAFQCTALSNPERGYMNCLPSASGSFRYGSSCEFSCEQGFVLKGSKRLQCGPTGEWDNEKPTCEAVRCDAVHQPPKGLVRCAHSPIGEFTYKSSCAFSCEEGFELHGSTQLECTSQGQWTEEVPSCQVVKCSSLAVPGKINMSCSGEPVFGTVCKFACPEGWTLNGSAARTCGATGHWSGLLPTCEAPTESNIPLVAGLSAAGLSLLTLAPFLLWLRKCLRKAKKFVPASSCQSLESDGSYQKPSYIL
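Read-out basis: % PE-positive cells; Test system: HUVEC primary endothelial cells; Technique: immunofluorescence imaging; Dosing: single-point compound dose.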
An asterisk follows results filed as active. Some of the compounds tested (hit frequency here may not be typical).

Start of the data: the first 2 records as a preview:
SMILES	esBAF inh	XiGFP reactiv	E-selectin induc
Cc1noc(C)c1S(=O)(=O)N(C)C[C@@H]1Oc2ccc(NC(=O)Nc3ccccc3)cc2CC(=O)N([C@H](C)CO)C[C@H]1C	-1.5	-0.3	-0.1
COc1ccc(Nc2ccc(Cl)cc2)c(C(=O)O)c1	-2.5	0.2	-0.4

Results (from the top)
SMILES	esBAF inh	XiGFP reactiv	E-selectin induc
Cc1noc(C)c1S(=O)(=O)N(C)C[C@@H]1Oc2ccc(NC(=O)Nc3ccccc3)cc2CC(=O)N([C@H](C)CO)C[C@H]1C	-1.5	-0.3	-0.1
COc1ccc(Nc2ccc(Cl)cc2)c(C(=O)O)c1	-2.5	0.2	-0.4
C[C@@H]1CCCCO[C@H](CN(C)C(=O)Nc2ccc(C(F)(F)F)cc2)[C@@H](C)CN([C@H](C)CO)C(=O)c2cc(N(C)C)ccc2O1	-3.2	0.1	0.0
C[C@H](CO)N1C[C@H](C)[C@@H](CN(C)C(=O)Cc2ccncc2)Oc2cc(C#CC3(O)CCCC3)ccc2S1(=O)=O	-5.2	-1.0	0.1
CCCN(C)C[C@H]1OCCCC[C@@H](C)Oc2ccc(NS(C)(=O)=O)cc2C(=O)N([C@H](C)CO)C[C@@H]1C	0.4	0.3	0.5
C[C@H](CO)N1C[C@H](C)[C@H](CN(C)CC2CC2)Oc2ncc(-c3ccc(C#N)cc3)cc2C1=O	24.5	0.0	-0.5
CO[C@@H]1CN(C)C(=O)c2cc(NC(=O)Nc3c(C)noc3C)ccc2OC[C@@H](C)N(C)C[C@H]1C	-1.4	0.0	-0.2
C[C@H]1CN([C@@H](C)CO)C(=O)c2cc(NS(=O)(=O)c3ccc(Cl)cc3)ccc2O[C@H]1CN(C)Cc1ccc(C(F)(F)F)cc1	-6.0	-0.1	0.0
C[C@@H]1CN([C@H](C)CO)S(=O)(=O)c2ccc(-c3ccc(F)cc3)cc2O[C@@H]1CN(C)Cc1cccc(F)c1	-1.9	-0.7	0.2
CO[C@@H]1CN(C)C(=O)c2cc(NS(C)(=O)=O)ccc2OC[C@H](C)N(Cc2cccnc2)C[C@@H]1C	1.4	0.1	0.3
C/C=C/c1ccc2c(c1)O[C@H](CN(C)CC1CC1)[C@H](C)CN([C@@H](C)CO)S2(=O)=O	3.9	-0.4	0.1
Cc1noc(C)c1NC(=O)Nc1cccc2c1O[C@@H](CN(C)S(=O)(=O)c1ccccc1)[C@H](C)CN([C@H](C)CO)C2=O	0.3	-0.5	0.1
COc1ccc(NC(=O)N(C)C[C@H]2Oc3ccc(NS(=O)(=O)c4ccc(C)cc4)cc3C(=O)N([C@H](C)CO)C[C@@H]2C)cc1	-3.4	-0.1	0.1
CO[C@H]1CN(C)C(=O)c2cc(NC(=O)Nc3cccc(Cl)c3)ccc2OC[C@H](C)N(C(=O)Nc2c(C)noc2C)C[C@H]1C	-4.5	0.3	0.2
CO[C@H]1CN(C)C(=O)c2ccc(NC(=O)C3CC3)cc2OC[C@@H](C)N(Cc2cncnc2)C[C@H]1C	-4.8	-0.2	0.5
CCCC(=O)Nc1ccc2c(c1)C(=O)N(C)C[C@H](OC)[C@H](C)CN(Cc1ccncc1)[C@@H](C)CO2	-1.1	0.1	0.0
CNC[C@H]1OCCCC[C@H](C)Oc2ccc(NC(=O)Nc3c(C)noc3C)cc2C(=O)N([C@@H](C)CO)C[C@H]1C	1.8	-0.2	-0.2
CNC[C@H]1Oc2cc(C#Cc3ccccc3F)ccc2S(=O)(=O)N([C@@H](C)CO)C[C@@H]1C	-1.0	0.5	0.1
O=C(C[C@@H]1CC[C@H](NS(=O)(=O)c2ccc(F)cc2)[C@H](CO)O1)NCCN1CCCCC1	-3.5	-0.4	-1.4
Cc1ccc(S(=O)(=O)Nc2ccc3c(c2)C(=O)N([C@@H](C)CO)C[C@@H](C)[C@@H](CN(C)Cc2ccc(Oc4ccccc4)cc2)O3)cc1	-0.7	1.8	0.4

Brought forward from above: 2 entries, followed by the next part.
SMILES	esBAF inh	XiGFP reactiv	E-selectin induc
O=C(C[C@@H]1CC[C@H](NS(=O)(=O)c2ccc(F)cc2)[C@H](CO)O1)NCCN1CCCCC1	-3.5	-0.4	-1.4
Cc1ccc(S(=O)(=O)Nc2ccc3c(c2)C(=O)N([C@@H](C)CO)C[C@@H](C)[C@@H](CN(C)Cc2ccc(Oc4ccccc4)cc2)O3)cc1	-0.7	1.8	0.4
Cc1ccc(S(=O)(=O)N(C)C[C@@H]2Oc3ccc(NS(=O)(=O)c4cn(C)cn4)cc3C(=O)N([C@@H](C)CO)C[C@@H]2C)cc1	-1.4	-0.4	0.2
Cc1ccc(S(=O)(=O)N(C)C[C@@H]2Oc3ccc(NS(=O)(=O)c4cn(C)cn4)cc3CC(=O)N([C@H](C)CO)C[C@@H]2C)cc1	0.1	-1.0	1.0
C[C@@H]1CN([C@H](C)CO)C(=O)c2cc(N(C)C)ccc2O[C@@H](C)CCCCO[C@H]1CN(C)S(=O)(=O)c1ccc(Cl)cc1	0.2	0.7	0.1
C[C@@H]1CN([C@@H](C)CO)C(=O)CCCn2cc(nn2)CO[C@@H]1CN(C)C(=O)Nc1cccc2ccccc12	-5.9	0.5	-0.5
Cc1ccc(S(=O)(=O)N(C)C[C@H]2Oc3ccc(NC(=O)NC(C)C)cc3C(=O)N([C@@H](C)CO)C[C@@H]2C)cc1	-1.8	-1.1	-0.1
Cc1noc(C)c1S(=O)(=O)N(C)C[C@@H]1Oc2c(NC(=O)C3CCOCC3)cccc2C(=O)N([C@H](C)CO)C[C@@H]1C	-8.4	0.0	-0.2
C[C@H](O)C#Cc1ccc2c(c1)O[C@H](CN(C)CC1CC1)[C@H](C)CN([C@@H](C)CO)S2(=O)=O	2.3	-1.0	0.5
C[C@H]1CN([C@@H](C)CO)C(=O)c2cc(-c3ccc(F)cc3)cnc2O[C@@H]1CN(C)Cc1ccc(F)cc1	8.0	0.3	0.4
COC(=O)C[C@@H]1CC[C@H]2[C@H](COc3ccc(NC(=O)C4CCOCC4)cc3C(=O)N2C)O1	-2.5	0.2	-0.1
COc1ccc(S(=O)(=O)N(C)C[C@@H]2Oc3c(NC(=O)Nc4c(C)noc4C)cccc3C(=O)N([C@H](C)CO)C[C@@H]2C)cc1	5.0	-0.2	13.0
COc1ccc(S(=O)(=O)Nc2cccc3c2O[C@H](CN(C)Cc2ccc(Cl)c(Cl)c2)[C@H](C)CN([C@@H](C)CO)C3=O)cc1	1.4	0.0	-0.1
C[C@@H]1CN([C@H](C)CO)C(=O)CCCn2cc(nn2)CO[C@@H]1CN(C)C(=O)Nc1cccc(Oc2ccccn2)c1	3.1	-0.3	0.2
Cc1noc(C)c1S(=O)(=O)N(C)C[C@H]1Oc2ccc(NS(=O)(=O)c3ccc(F)cc3)cc2C(=O)N([C@H](C)CO)C[C@H]1C	-2.5	1.1	-1.9
Cc1noc(C)c1NC(=O)Nc1cccc2c1O[C@H](CN(C)C(=O)Nc1ccc(F)cc1)[C@@H](C)CN([C@H](C)CO)C2=O	1.7	0.2	-0.1
C[C@@H]1CN([C@H](C)CO)C(=O)c2cc(NS(C)(=O)=O)ccc2O[C@@H](C)CCCCO[C@@H]1CN(C)C(=O)C1CCCCC1	4.7	-0.1	-0.4
C/C=C/c1cnc2c(c1)C(=O)N([C@@H](C)CO)C[C@@H](C)[C@H](CN(C)C(=O)C1CC1)O2	0.4	-0.9	0.4
CO[C@@H]1CN(C)C(=O)c2ccc(NC(=O)c3ccc(F)cc3)cc2OC[C@@H](C)N(C(=O)CN(C)C)C[C@H]1C	-2.2	0.0	0.9
C[C@@H]1CN([C@@H](C)CO)C(=O)c2cc(NS(=O)(=O)c3cn(C)cn3)ccc2O[C@H]1CN(C)C(=O)Nc1ccc(F)cc1	-0.6	0.1	86.5*
C[C@@H]1CN([C@H](C)CO)C(=O)CCCn2cc(nn2)CO[C@@H]1CN(C)C(=O)CCC(F)(F)F	-0.7	0.2	0.2
C[C@@H]1CN([C@H](C)CO)C(=O)Cc2cc(NS(=O)(=O)c3ccc(F)cc3)ccc2O[C@@H]1CN(C)C(=O)Nc1ccc2c(c1)OCO2	2.1	0.1	-0.1
CCCN(C)C[C@@H]1Oc2cc(C#CC3CCCCC3)ccc2S(=O)(=O)N([C@@H](C)CO)C[C@H]1C	-1.2	0.1	0.1
C[C@H](CO)N1C[C@H](C)[C@H](CN(C)C(=O)C2CC2)Oc2cc(C#CCN(C)C)ccc2S1(=O)=O	2.4	-0.9	-2.3
COc1ccc(NC(=O)Nc2cccc3c2O[C@H](CN(C)Cc2ccc(Cl)c(Cl)c2)[C@H](C)CN([C@H](C)CO)C3=O)cc1	2.1	-1.2	18.7
Cc1noc(C)c1S(=O)(=O)Nc1cccc2c1O[C@H](CN(C)Cc1ccc(-c3ccccc3)cc1)[C@H](C)CN([C@H](C)CO)C2=O	1.2	0.2	0.3
Cc1noc(C)c1S(=O)(=O)N(C)C[C@H]1Oc2c(NS(=O)(=O)c3ccc(F)cc3)cccc2C(=O)N([C@@H](C)CO)C[C@H]1C	2.5	0.2	-0.2
CC(C)NC(=O)Nc1ccc2c(c1)C(=O)N([C@@H](C)CO)C[C@@H](C)[C@@H](CN(C)C(=O)c1ccccc1)OCCCC[C@H](C)O2	3.8	0.1	-0.1
C[C@@H]1CN([C@@H](C)CO)C(=O)CCCn2cc(nn2)CO[C@H]1CN(C)Cc1cccc2c1OCCCO2	0.2	-0.6	-0.4
CCS(=O)(=O)Nc1ccc2c(c1)C(=O)N(C)[C@@H]1CC[C@@H](CC(=O)N[C@H]3CCN(Cc4ccccc4)C3)O[C@@H]1CO2	-3.2	0.0	-0.1
C[C@@H]1CN([C@@H](C)CO)C(=O)c2cc(-c3ccncc3)cnc2O[C@H]1CN(C)C(=O)C1CC1	-1.9	-0.2	-0.2
C[C@H]1CN([C@@H](C)CO)S(=O)(=O)c2ccc(C#CCN(C)C)cc2O[C@@H]1CN(C)C(=O)C1CC1	1.0	-0.6	0.1
C[C@@H]1CN([C@H](C)CO)C(=O)c2cc(NS(=O)(=O)c3cn(C)cn3)ccc2O[C@@H]1CN(C)C(=O)Nc1ccc(F)cc1	-3.3	0.0	-1.0
COc1cccc(S(=O)(=O)N(C)C[C@H]2OCc3ccccc3-c3c(n(C)c4ccccc34)C(=O)N([C@@H](C)CO)C[C@@H]2C)c1	3.4	0.0	0.2
Cc1ccc(S(=O)(=O)N(C)C[C@@H]2Oc3ccc(NS(=O)(=O)c4cn(C)cn4)cc3C(=O)N([C@H](C)CO)C[C@@H]2C)cc1	-6.9	-0.2	-0.1
COc1ccc(NC(=O)Nc2ccc3c(c2)C(=O)N(C)C[C@H](OC)[C@H](C)CN[C@@H](C)CO3)cc1	-0.7	0.4	-0.1
C[C@@H]1CN([C@H](C)CO)C(=O)c2cc(NS(=O)(=O)c3ccc(Cl)cc3)ccc2O[C@@H]1CN(C)S(C)(=O)=O	2.8	8.1	-2.3
C[C@@H]1CN([C@@H](C)CO)C(=O)c2cc(NC(=O)Cc3ccccc3)ccc2O[C@H]1CN(C)S(C)(=O)=O	-2.5	-0.3	0.0
C[C@H]1CCCCO[C@H](CN(C)C)[C@@H](C)CN([C@@H](C)CO)C(=O)c2cc(NS(=O)(=O)c3ccc(Cl)cc3)ccc2O1	0.8	0.0	-0.1
Cc1ccc(S(=O)(=O)N(C)C[C@@H]2Oc3cc(C#Cc4ccncc4)ccc3S(=O)(=O)N([C@H](C)CO)C[C@@H]2C)cc1	-3.8	-1.3	0.3
COc1ccc(S(=O)(=O)N(C)C[C@H]2Oc3ccc(NS(=O)(=O)c4cn(C)cn4)cc3C(=O)N([C@@H](C)CO)C[C@H]2C)cc1	0.3	0.2	0.6
CC(C)CC#Cc1ccc2c(c1)O[C@@H](CN(C)Cc1ccccc1)[C@H](C)CN([C@@H](C)CO)S2(=O)=O	2.3	-1.0	-0.2

Full records, quoted from the list:
C[C@@H]1CN([C@@H](C)CO)C(=O)c2cc(NC(=O)Cc3ccccc3)ccc2O[C@H]1CN(C)S(C)(=O)=O reads esBAF inh = -2.5; XiGFP reactiv = -0.3; E-selectin induc = 0.0
C[C@H]1CN([C@@H](C)CO)S(=O)(=O)c2ccc(C#CCN(C)C)cc2O[C@@H]1CN(C)C(=O)C1CC1 reads esBAF inh = 1.0; XiGFP reactiv = -0.6; E-selectin induc = 0.1

Further structures follow:
SMILES	esBAF inh	XiGFP reactiv	E-selectin induc
CNC[C@H]1OCCCC[C@H](C)Oc2ccc(NC(=O)Nc3c(C)noc3C)cc2C(=O)N([C@@H](C)CO)C[C@@H]1C	0.7	0.1	-0.2
C[C@H]1CN([C@@H](C)CO)C(=O)c2cc(NS(=O)(=O)c3ccc(Cl)cc3)ccc2O[C@@H]1CN(C)Cc1ccc(C(F)(F)F)cc1	-7.0	-0.1	0.2
C[C@H]1CN([C@@H](C)CO)S(=O)(=O)c2ccc(C#CC3CCCC3)cc2O[C@@H]1CN(C)C(=O)Cc1ccccc1	-2.6	-0.6	-0.2
COCC(=O)Nc1ccc2c(c1)OC[C@@H](C)N(Cc1ccccc1OC)C[C@@H](C)[C@H](OC)CN(C)C2=O	-1.7	0.3	-0.1
O=C(CN1CCOCC1)N[C@H]1CC[C@@H](CCNS(=O)(=O)c2ccccc2F)O[C@@H]1CO	6.4	0.6	-0.8

Assay outcomes (PubChem)
